# Rac1 GTP hydrolysis: MgcRacGAP GTPase-activating activity inhibitors, confirmation, biochemical, ADP Hunter fluorescence | MgcRacGAP-stimulated Rac1 GTP hydrolysis, ADP Hunter fluorescence; higher % means a stronger effect; GST-tagged Rac1 F28L mutant substrate | inhibition, % at 30 µM, or IC50 in µM where a hit was titrated | 340,000 compounds, 0.6% hits | AID 624330;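 active = first-screen hits whose inhibition reached a set limit at any dose in the follow-up dose series; inconclusive = inhibition above the set first-screen limit but never retested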;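 note: fluorescence reports GDP produced by GAP-driven GTP hydrolysis; strong numbers were not always called active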
# PhoP inhibition: inhibitors of PhoP regulon expression, primary screen, Salmonella Typhimurium, GFP reporter (AID 1863) | S. Typhimurium PhoP-regulated promoter GFP reporter, 4 h; higher % means a stronger effect | one-dose inhibition, % at 50 µM; IC50 in µM for titrated hits | 300,000 compounds, 0.16% hits;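 active = inhibition over 29.93%, a cutoff 3 SD above the screen mean, later confirmed by dose response; inconclusive = inhibition over 29.93% but no dose response follow-up; inactive = inhibition at most 29.93% or unconfirmed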;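 note: 0% = low Mg2+ inducing control and 100% = high Mg2+ repressing control; strong numbers were not always called active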
# NTR1 ag: NTR1-driven beta-arrestin-GFP spot formation – imaging, U2OS cells, high content, primary screen (AID 493036) | P30989 | activation, % at 20 µM | agonist mode | 330,000 compounds, 0.17% hits;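 active = activation at or above 40% of the spot to cytoplasm intensity ratio, with at least 20 cells analyzed; inconclusive = wells under 20 cells, flagged as cytotoxic or low count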;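 note: 0% = DMSO without peptide and 100% = 100 nM NTR1 peptide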
# Target sequence (P30989 whole entry, looked up): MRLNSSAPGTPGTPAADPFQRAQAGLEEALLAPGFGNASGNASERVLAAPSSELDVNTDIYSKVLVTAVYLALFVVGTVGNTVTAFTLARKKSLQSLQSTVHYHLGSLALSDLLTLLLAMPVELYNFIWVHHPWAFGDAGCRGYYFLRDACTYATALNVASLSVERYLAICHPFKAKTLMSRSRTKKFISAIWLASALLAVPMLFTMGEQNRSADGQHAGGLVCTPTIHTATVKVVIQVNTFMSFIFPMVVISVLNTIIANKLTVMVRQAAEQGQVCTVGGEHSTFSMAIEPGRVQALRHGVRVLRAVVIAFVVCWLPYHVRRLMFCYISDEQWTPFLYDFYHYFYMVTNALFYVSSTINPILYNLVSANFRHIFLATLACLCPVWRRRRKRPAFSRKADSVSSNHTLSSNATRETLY
# Large T inhibition: SV40 large T antigen inhibitors, biochemical (AID 1903); SV40 large T antigen ATPase/helicase inhibition assay; higher % means a stronger effect; inhibition, % at 20 µM; hits with a dose series show IC50 in µM; 310,000 compounds, 0.39% hits; in the data active = a potency from the dose series; inconclusive = inhibition mostly from about 32% at the one dose, without a potency; inactive = the rest, 99 in 100 with inhibition below about 32%; note: strong numbers were not always called active
# Myeloid diff 2: promotes myeloid progenitor differentiation | 360,000 compounds, 1% hits | AID 624256 | ER-HoxA9 myeloid progenitors, lysozyme-GFP differentiation, flow cytometry | calls only at 10 µM;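 active = normalized GFP-positive differentiation at or above the plate's own cutoff, the solvent-only control mean plus 3 SD; inconclusive = no clear call, values can overlap the other calls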;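 note: cells exposed to compound for four days before flow analysis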
# T cell HTS: T cell immune modulators affecting CD8 T cell-vesicle binding | 2C CD8+ T cell-vesicle binding, flow cytometry; active compounds read low | calls only at 7 µM | 330,000 compounds, 0.068% hits | AID 2052;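 active = response, share of CD8 T cells binding vesicles, and their 90th percentile fluorescence all below set limits, cut at about 80% in these data, passing the limit was not always enough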
#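 Material: 2C TCR transgenic mouse naive CD8+ T cells, MACS-purified. Also added: QL9-charged Drosophila Ld/ICAM-1/B7-1 vesicles. Timing: binding 1.5 h at 37 °C. Measured by: high-throughput flow cytometry with anti-B7-1 and anti-CD8 staining. Read-out: percent CD8+ FL2 mean versus row control. Controls: Unloaded micro-vesicles (low), QL9 vesicles with 0.7% DMSO (high).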
# K1F lysis inhibition: protection from phage-mediated lysis, alamar blue read-out – E. coli UTI89, K1F phage, bacterial capsule biogenesis inhibitors (AID 488966) | E. coli UTI89 K1F phage lysis, alamar blue, 2 h; higher % means a stronger effect | one-dose inhibition, % at 100 µM; IC50 in µM for titrated hits | 340,000 compounds, 0.02% hits;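 active = phage lysis inhibition, versus mean bacterial control, above a set limit; inconclusive = no clear call, values can overlap the other calls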;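 note: capsule biogenesis inhibitors block K1F phage lysis so surviving cells raise fluorescence; higher fluorescence means more inhibition of phage lysis; actives were called in the ten point dose series up to 300 µM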
# TNAP activation fold: human TNAP enzyme activators, primary screen, biochemical, luminescent, no phosphate acceptor, uHTS (AID 1001); purified TNAP, luminescent activation assay, no phosphate acceptor; higher activation fold means a stronger effect; 200,000 compounds, 0.03% hits; one-dose activation fold at 20 µM; EC50 in µM for titrated hits; in the data active = activation fold from about 3, or a potency from the dose series; inactive = the rest, 99 in 100 with activation fold below about 1.6; note: many of its hits are not listed in these tables
# RSV CPE inhibition: RSV antiviral activity via CPE protection, HEp-2 cells, primary 10 µM value included (AID 2391). HEp-2 cells, RSV-induced CPE inhibition; higher % means a stronger effect. one-dose CPE inhibition, % at 10 µM; IC50 in µM for titrated hits. 310,000 compounds, 0.13% hits; in the data active = a potency from the dose series; inconclusive = CPE inhibition mostly from about 23% at the one dose, without a potency; inactive = the rest, 99 in 100 with CPE inhibition below about 21%; note: strong numbers were not always called active
# T cell HTS vesicle-bound %: further read-out of T cell HTS, marked with its call; double positive events, %; measured here: CD8+ vesicle-bound cell fraction;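 binding gate set so that unloaded-vesicle control wells show 10% double positive cells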
# NTR1 ag cell count 20 µM: further read-out of NTR1 ag, marked with its call; cell count; measured here: cell count, cytotoxicity flag
# Myeloid diff 2 GFP+ MAC1+ %: also measured in Myeloid diff 2; calls as there; GFP+ MAC1+ double positive, %; measured here: differentiation confirmed by MAC1 staining
# Starred values were filed as active, the others as inactive; i = inactive; ? = inconclusive; · = not tested or not shown; [ ] = dose if it differs, or a comment.
SMILES,Rac1 GTP hydrolysis,PhoP inhibition,NTR1 ag,NTR1 ag cell count 20 µM,Large T inhibition,Myeloid diff 2,Myeloid diff 2 GFP+ MAC1+ %,T cell HTS,T cell HTS vesicle-bound %,K1F lysis inhibition,TNAP activation fold,RSV CPE inhibition
COc1ccccc1CC(=O)NC1CCC(C)CC1 (stereo not given),4%,-2%,1.8,71,9%,i,0.1,i,44,3.1%,1,-0.9%
Cc1ccc(C(=O)c2c[nH]cc2-c2ccccc2)cc1,8%,-5%,-1.4,93,3%,i,0.3,i,25,0.1%,1.1,4.1%
O=C(N/N=C/c1cccc2cccnc12)[C@H]1C[C@@H]1c1ccccc1,2%,4%,1.5,65,7%,i,0.5,i,28,-2.8%,·,·
Cc1ccc(OCCNC(=O)CNC(=O)c2ccc3c(c2)OCO3)cc1,6%,-4%,1.4,59,7%,i,1.0,i,67,-1.5%,·,0.0%
CC(C(=O)Nc1cc([N+](=O)[O-])ccc1Cl)N1CCN(c2ccccc2O)CC1 (stereo not given),1%,32%,2.5,64,10%,i,0.3,i,16,1.4%,0.9,2.8%
Cc1cc(C)c(OCC(=O)Nc2ccc3c(c2)OCO3)cc1C,5%,13%,-0.9,82,-9%,i,1.2,i,50,0.3%,1.1,-0.7%
CN(CCOc1ccc(Br)cc1)C(=O)CNC(=O)c1ccc2ccccc2c1,5%,9%,1.0,43,5%,i,1.2,i,20,-0.6%,·,2.9%
N#Cc1c(-c2ccccc2)ccnc1N1CCOCC1,5%,-10%,4.1,33,11%,i,0.5,i,40,-0.3%,1.1,7.4%
COCc1ccc(C(=O)N2CCCC(CNC(=O)c3ccc(F)cc3)C2)o1 (stereo not given),4%,-6%,-0.8,38,23%,i,1.3,i,41,0.2%,·,0.9%
O=C(CN(C(=O)CNS(=O)(=O)c1ccccc1)C1CCCC1)NCC1CCCO1 (stereo not given),6%,-5%,-0.1,67,-1%,i,0.4,i,53,0.7%,1.1,0.5%
Cc1nc2c(cnn2-c2ccc(Cl)cc2)c(=O)n1-c1ccc(N2CCC(C)CC2)cc1,·,7%,-0.1,54,-1%,·,·,·,·,·,1.2,·
CCOc1ccc(C(=O)NCC(=O)OCC(=O)Nc2ccccc2OCC)cc1,6%,-2%,-3.4,91,7%,i,2.2,i,14,-0.4%,1.1,12%
O=[N+]([O-])c1ccc(N=NN(CCO)CCO)cc1,1%,-1%,-1.0,78,12%,i,0.2,i,52,0.2%,1,0.7%
COc1ccc(CNC(=O)CCc2cc(OC)c(OC)c(OC)c2)cc1,9%,-6%,-0.7,87,8%,i,0.4,i,62,0.3%,·,1.2%
c1csc(CNc2nc3ccccc3n2CCN2CCOCC2)c1,12%,-3%,1.3,104,3%,i,0.9,i,14,0.3%,1.2,0.7%

# Limited to PhoP inhibition, for 2 of the compounds above:
Molecule | PhoP inhibition
O=C(CN(C(=O)CNS(=O)(=O)c1ccccc1)C1CCCC1)NCC1CCCO1 (stereo not given) | -5%
COc1ccccc1CC(=O)NC1CCC(C)CC1 (stereo not given) | -2%

# Next part
SMILES,Rac1 GTP hydrolysis,PhoP inhibition,NTR1 ag,NTR1 ag cell count 20 µM,Large T inhibition,Myeloid diff 2,Myeloid diff 2 GFP+ MAC1+ %,T cell HTS,T cell HTS vesicle-bound %,K1F lysis inhibition,TNAP activation fold,RSV CPE inhibition
OC(c1ccccc1)c1ccncc1 (stereo not given),1%,5%,-0.5,94,6%,i,1.9,i,48,0.1%,·,0.0%
O=C(O)C(Cc1c[nH]c2ccccc12)N1C(=O)C2C3c4ccccc4C(c4ccccc43)[C@@H]2C1=O (stereo not given in full),4%,-11%,1.6,55,18%,i,0.2,i,12,0.1%,·,3.3%
CCOC(=O)N1CCC(Nc2c(NCCCN3CCN(CC)CC3)c(=O)c2=O)CC1,5%,-1%,-1.8,72,3%,i,1.5,i,15,-0.1%,1.1,0.7%
CC(C)CCNC(=O)CCCc1ccccc1,2%,7%,0.0,37,57%,i,0.1,i,60,-3.5%,1.1,2.1%
CCOc1ccc(C2CC(=O)N(Nc3ccc([N+](=O)[O-])cc3[N+](=O)[O-])C2=O)cc1 (stereo not given),10%,-6%,0.7,48,11%,i,0.5,i,19,0.9%,·,1.3%
O=C(O)c1ccc(S(=O)(=O)N2CCCC2)cc1,12%,-3%,-0.5,47,7%,i,0.8,i,55,0.4%,·,0.8%
O=C(Nc1ccccc1Cl)c1cnccn1,1%,-2%,1.8,59,5%,i,9.4,i,37,-0.6%,1.2,6.9%
CC(=O)Nc1ccc(NC(=O)CSc2ccc(C)cc2)cc1,4%,-4%,-1.4,58,18%,i,0.5,i,45,-0.4%,1.1,1.6%
Cc1nn(CC(=O)NCc2cccnc2)c(C)c1[N+](=O)[O-],-3%,-2%,-0.6,65,3%,i,0.8,i,56,0.0%,1.1,2.1%
CCS(=O)(=O)N1CCC(C(=O)Nc2ccc3c(c2)CCC3)CC1,2%,-5%,0.0,58,8%,i,1.9,i,9,-0.1%,·,1.6%
CCC(=O)c1ccc(OCc2ccc(C(=O)OC)cc2)cc1,7%,-7%,1.0,82,9%,i,0.5,i,52,0.0%,1.1,1.6%
Nc1n[nH]c(-c2ccc([N+](=O)[O-])cc2[N+](=O)[O-])n1,8%,-6%,1.4,46,24%,i,0.5,i,39,-0.3%,0.8,0.4%
CN(C)CCCNC(=O)c1ccc(-c2cc(O)c3ncccc3c2)cc1,15%,·,-2.9,43,·,i,0.4,i,12,-1.4%,·,·
COC(=O)C1CN(C(=O)C(C)Oc2ccc(C(C)C)cc2)c2ccccc2O1 (stereo not given),6%,-8%,-0.8,102,7%,i,1.0,i,61,0.0%,·,1.4%
CC(=O)N1N=C(c2ccccc2O)OC1(C)CC(=O)Nc1ccccc1 (stereo not given),-2%,-12%,-0.9,77,15%,i,0.5,i,49,0.8%[50 µM],1.1,2.1%
CCN(c1ccc(OC)cc1)S(=O)(=O)c1nnc(NC(=O)C(C)C)s1,4%,21%,0.5,72,0%,i,0.7,i,31,1.1%[50 µM],·,1.6%
CC1CC(C)CN(S(=O)(=O)c2cc3c4c(c2)CCN4C(=O)CC3)C1 (stereo not given),8%,4%,0.9,65,7%,i,1.0,i,33,1.3%[50 µM],·,0.6%
Cc1sc2nc(SC(C)C)nc(N)c2c1C,5%,5%,1.7,43,3%,i,4.6,i,11,1.1%,1,0.5%
CCc1ccc[n+](-c2[nH]c(=O)sc2/C=N/N=C(\[O-])c2ccncc2)c1,7%,10%,-0.5,72,0%,i,1.2,i,28,0.4%,·,4.1%
CC(=O)c1ccc2c(c1)Cc1cc(C(C)=O)ccc1-2,7%,-14%,-0.3,71,6%,i,1.0,i,50,1.0%[50 µM],1.2,8.8%
N#Cc1c(SCC(N)=O)nsc1SCc1ccc(Cl)cc1,-2%,0%,3.3,79,4%,i,0.0,i,45,0.3%,1.1,1.8%
Cn1cccc1C(=O)NC1CCCCCC1,5%,·,-0.7,49,·,i,0.4,i,45,1.0%[50 µM],·,0.3%
O=C(c1ccc(CSc2ccccc2)cc1)N1CCN(c2ccccc2)CC1,2%,2%,4.6,64,-9%,i,0.5,i,41,-0.1%,1.2,5.2%
COc1ccc(C2/C(=C(/O)c3ccc4c(c3)CC(C)O4)C(=O)C(=O)N2CCN2CCOCC2)cc1OC (stereo not given),6%,·,0.2,46,·,i,0.7,·,·,0.3%,·,·
CCN(CC)S(=O)(=O)c1csc(C(=O)OCC(=O)c2ccccc2)c1,9%,2%,0.6,76,8%,i,0.6,i,52,0.3%,1.1,1.1%
COc1ccc(CNC(=O)C2CCN(c3cc(C(=O)Nc4cccc(OC)c4)ccn3)CC2)cc1,13%,5%,0.4,61,3%,i,0.8,i,5,0.6%,·,14%
Cc1ccc(CC2CC(=O)N(c3cc(C)on3)C2=O)cc1 (stereo not given),-4%,-5%,-1.1,72,2%,i,3.6,i,35,-0.3%,1.1,0.4%
COc1ccc(NC(=O)CSc2nnc(-c3cc(C)[nH]n3)n2N)cc1OC,10%,-5%,0.6,57,10%,?,·,i,25,1.8%,·,2.3%
COC(=O)c1cc(NC(=O)C2CC2)cc(C(=O)OC)c1,6%,2%,-0.7,65,7%,i,1.3,i,2,0.5%,1.1,0.0%
Cn1c(SCc2nn[nH]n2)nc2c1c(=O)n(Cc1ccccc1Cl)c(=O)n2C,13%,-2%,-0.7,63,6%,i,5.0,i,26,0.9%,1.1,0.6%
COc1ccc(N2C(=O)N3[C@H](c4cccc(C)c4)[C@@H]4C(=O)N(Cc5ccccc5)C(=O)[C@@H]4[C@]3(Cc3ccccc3)C2=O)cc1,·,3%,-2.5,90,15%,·,·,i,41,·,·,1.6%
Cc1ccc(Sc2cc(C(=O)NCCCN(C)C)c3ccccc3n2)cc1,7%,-21%,1.6,83,5%,i,0.5,i,14,0.1%,·,-1.6%
COCCCNC(=O)c1cc2c(=O)n3cc(C)ccc3nc2nc1NCC1CCCO1 (stereo not given),·,-12%,-0.2,76,22%,·,·,i,8,·,1.1,0.4%
CC(C)C(C(=O)NCC1CCCO1)N(CC1CCCO1)C(=O)CNS(=O)(=O)c1ccccc1 (stereo not given),6%,1%,0.0,62,0%,i,3.7,i,15,0.2%,·,1.4%
Cc1nnsc1S(=O)c1ccc(F)cc1 (stereo not given),8%,11%,-1.1,97,-4%,i,0.5,i,22,0.1%,·,-0.1%
Cc1ccc(C(=O)N(CC(=O)NC2CCCC2)c2cccc(F)c2)s1,1%,-3%,0.0,58,11%,i,0.2,i,24,0.0%,·,0.6%
CCC1CCc2sc(C(=O)NCC(c3ccc(OC)cc3)N3CCCC3)cc2C1 (stereo not given),2%,-3%,9.1,61,8%,·,·,i,46,-1.6%,·,0.4%
NC(=O)c1cc(NC(=O)COC(=O)CCCN2C(=O)c3cccc4cccc(c34)C2=O)cc(C(N)=O)c1,4%,·,1.8,53,·,i,0.7,i,13,-0.5%,·,·
CNc1nc2c(c(=O)[nH]c(=O)n2C)n1CCCc1ccccc1,16%,5%,0.3,65,8%,i,0.6,i,44,0.0%,·,2.0%

# Screening data deposited in PubChem BioAssay by several laboratories.
